# Screens from PubChem BioAssay.
# ER stress rescue = protection against thapsigargin-triggered cell killing – 384-well, CSM14.1, ATP luminescence, primary screen (AID 1222) | CSM14.1 thapsigargin-induced death rescue, ATP luminescence; higher % means a stronger effect | cellular ATP content (survival), % at 20 µM, or EC50 in µM where a hit was titrated | 190,000 tested, under 10 active;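 active means EC50 below 50 µM in the dose-response confirmation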;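 further: death triggered by thapsigargin at about 15 µM added after 2 h compound pretreatment; cell ATP read after overnight thapsigargin exposure of roughly 18 to 22 hours; normalized against plate controls of thapsigargin alone and 5% DMSO vehicle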
# AID2073 = disruptors of CaV2.2 binding to Mint1 – biochemical, HTRF (AID 2073) | HTRF protein-protein interaction, Mint1-CaV2.2; higher % means a stronger effect | inhibition, % at 20 µM; hits with a dose series show IC50 in µM | 290,000 compounds, 0.19% hits; in the data active means inhibition mostly above about 51%, no sharp cut-off; inconclusive means no clear call, values can overlap the other calls; inactive means mostly below about 53%; further: some results filed as inactive read as strong as hits
# Hep lipid drop = modulators of hepatic lipid droplet formation. AML12 mouse hepatocytes, oleate lipid droplets, BODIPY imaging. inhibition, % at 6.5 µM. 240,000 compounds, 0.4% hits;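 active means lipid droplet intensity inhibited by at least 50%, with more than 500 cells counted; inconclusive means wells with under 300 cells, treated as cytotoxic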
#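 Assay system: AML12 hepatocytes (mouse); Probe or stimulus: oleic acid at 100 µM to induce lipid droplet formation; Dosing: compound at 6.5 µM only; Schedule: compound with oleate, overnight; Detection: fluorescence imaging, 20x objective, two fields per well; Measure: % inhibition of lipid droplet signal.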
# LYP phosphatase = inhibitors of LYP phosphatase, biochemical, fluorescence intensity, uHTS (AID 1779); recombinant LYP phosphatase, fluorescence intensity; higher % means a stronger effect; inhibition, % at 11.5 µM; hits with a dose series show IC50 in µM; 290,000 compounds, 0.054% hits;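 further: plate controls were vehicle with enzyme for no effect and no enzyme for full effect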
# M1AAP inhibition = malaria alanyl aminopeptidase activity blockers – biochemical, fluorogenic H-Leu-NHMec substrate, 1536-well (AID 1445). recombinant M1AAP, H-Leu-NHMec fluorogenic kinetic assay; higher % means a stronger effect. one-dose inhibition, % at 30 µM; IC50 in µM for titrated hits. 220,000 compounds, 0.42% hits;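 active means primary inhibition above the hit cutoff, then over 50% inhibition at one or more dose response concentrations, cut at about 23% in these data, passing the limit was not always enough; inconclusive means conflicting primary data, or primary hits not chosen for dose response; inactive means low primary inhibition, or under 50% at every dose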;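 further: plate controls were DMSO full reaction for no effect and no enzyme background for full effect; strong numbers were not always called active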
# XIAP displacement = XIAP antagonists, biochemical, IAP family, fluorescence polarization (AID 1018) | displacement, % at 20 µM; hits with a dose series show IC50 in µM | 200,000 compounds, 0.007% hits | XIAP BIR domain, fluorescence polarization peptide displacement; higher % means a stronger effect; in the data active means displacement above about 50%; further: a part of the inactive calls stands beside numbers as strong as those of hits
# Siah-1 displacement = Siah-1 peptide-binding antagonists, primary screen, biochemical, fluorescence polarization, rhodamine-plectin, uHTS (AID 1817) | Siah-1 / rhodamine-plectin peptide fluorescence polarization; higher % means a stronger effect | displacement, % at 20 µM; hits with a dose series show IC50 in µM | 290,000 compounds, 0.02% hits;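 active means displacement of at least 50% at 20 µM, with a fluorescence ratio check between 0.3 and a set limit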;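 further: plate controls were Siah plus tracer with DMSO for no effect and tracer alone without Siah for full effect; strong numbers were not always called active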
# M17LAP inhibition = P. falciparum M17LAP inhibitors, primary screen, biochemical, fluorogenic H-Leu-NHMec substrate, 1536-well (AID 1619) | recombinant M17LAP, H-Leu-NHMec fluorogenic kinetic assay; higher % means a stronger effect | inhibition, % at 30 µM; hits with a dose series show IC50 in µM | 220,000 compounds, 0.38% hits;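 active means compound inhibiting the enzyme by more than half at any dose during confirmatory dose-response retesting; inconclusive means strong single-dose inhibitors picked by rank but not retested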;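 further: plate controls were full reaction with DMSO carrier for no effect and no enzyme background for full effect; strong numbers were not always called active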
# NOD2 inhibition = NOD2 signaling inhibitors, cell-based, luminescence, uHTS, HEK293 (AID 1566) | HEK293 NOD2/NF-kB luciferase reporter, luminescence; higher % means a stronger effect | one-dose inhibition, % at 4 µM; EC50 in µM for titrated hits | 290,000 compounds, 0.63% hits; further: many of its hits are not listed in these tables
# Hep lipid drop cells 6.5 µM = recorded beside Hep lipid drop, whose call it bears; cell count; measured here: cell count, cytotoxicity flag;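 cells counted across two imaged fields per well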
# Active calls of the source: *; ? = inconclusive; / = no result given. Unless noted, no stated cut-off is given here; in the data, active means inhibition above about 50%; inactive means the rest.
SMILES,ER stress rescue,AID2073,Hep lipid drop,Hep lipid drop cells 6.5 µM,LYP phosphatase,M1AAP inhibition,XIAP displacement,Siah-1 displacement,M17LAP inhibition,NOD2 inhibition
OCCNc1nc(Cl)nc(NCc2ccco2)n1,1.6%,8%,-16,729,-8%,2%,-6.4%,6%,12%,20%
CCN(CC)S(=O)(=O)c1ccc(Oc2ccccc2OC)cc1,/,-4%,-7,653,-3%,3%,/,12%,-3%,10%
CC(C)c1ccc(C(C(=O)NC2CCCC2)N(C(=O)c2csnn2)C2CC2)cc1 (stereo unspecified),/,-14%,-4,789,-3%,/,/,4%,/,12%
COc1cccc(NC(=O)c2ccc(CN3CCOCC3)cc2)c1,-1.4%,-3%,/,/,-6%,4%,-5.8%,3%,9%,-23%
Cn1c(C(=O)NCCc2c[nH]c3ccccc23)cc2sccc21,0.2%,10%,/,/,-1%,0%,-6.2%,2%,7%,-83%
O=C1CSC(c2cccc(F)c2)N1c1ccc(O)cc1 (stereo unspecified),2.9%,23%,0,760,-6%,-3%,-21%,4%,-11%,-37%
Cc1ccc(S(=O)(=O)NC(Cc2ccccc2)C(=O)O)cc1C (stereo unspecified),/,14%,0,861,-8%,/,/,-5%,/,11%
COc1cc(C(=O)Oc2ccccc2/C=N/NC(=O)c2ccc(C)c(Cl)c2)cc(OC)c1OC,-1.5%,10%,-4,655,1%,6%,-1.5%,15%,-10%,-11%
O=C(C1CCN(S(=O)(=O)c2cc(Cl)ccc2Cl)CC1)N1CCOCC1,/,6%,4,807,-8%,/,/,-2%,/,-2%
Cc1ccc2nc(SCC(=O)Nc3nonc3N)[nH]c2c1,0.4%,2%,6,727,-6%,1%,-1.7%,3%,15%,-8%
CC(NC(=O)NC1CCCCC1)C(c1cccs1)N1CCN(C)CC1 (stereo unspecified),1.1%,35%,20,683,-5%,-1%,-6.4%,5%,7%,4%
CN1CCN(CCCn2cnc3c(=O)oc4ccccc4c32)CC1,-2.0%,-5%,-3,680,-6%,1%,-1.5%,1%,11%,-4%
CCCN(CC(=O)c1cc(C)n(C)c1C)S(=O)(=O)c1cccc(C(F)(F)F)c1,1.0%,0%,/,/,7%,-4%,-1.3%,3%,-17%,-4%
O=C(Nc1nccs1)C1CC(=O)N(Cc2ccco2)C1 (stereo unspecified),-14%,10%,3,704,-8%,-2%,1.6%,6%,4%,4%
CC#CCc1cc2ccccc2c(=O)o1,/,-3%,-11,657,2%,-2%,/,-1%,-9%,-4%
CCN(CC)c1ccc(CNc2nc3ccccc3n2CCN2CCOCC2)cc1,1.1%,-6%,-6,709,-1%,11%,-0.7%,0%,-5%,1%
COc1cc(C(C)=O)ccc1OCc1cc(C(=O)N2CCSCC2)no1,/,-5%,-5,782,5%,/,/,-1%,/,-7%
COc1ccc(N(CC(=O)N2CCN(C)CC2)S(C)(=O)=O)cc1OC,-0.4%,1%,4,684,-1%,7%,-1.8%,0%,12%,8%
CCN(CC)S(=O)(=O)c1cccc(NC(=O)COc2ccc(Cl)cc2Br)c1,-2.0%,1%,-35,577,0%,4%,-12%,2%,-2%,1%
CCC(=O)c1cc2c(C)cc(=O)oc2c(C)c1OC(C)=O,0.5%,23%,-3,693,-2%,5%,-3.3%,7%,-3%,26%
N#Cc1c(C(F)(F)F)cc(-c2ccccc2)nc1SCC(=O)Nc1sc2c(c1C#N)CCC2,2.3%,21%,/,/,0%,6%,-6.7%,1%,-2%,7%
O=C(c1ccccc1NS(=O)(=O)c1ccc(F)cc1)N1CCOCC1,/,2%,-5,783,-7%,/,/,8%,/,16%
COC(=O)c1cccc(NC(=O)CC2C(=O)NCCN2C(=O)Nc2cc(C)cc(C)c2)c1 (stereo unspecified),/,5%,29,802,-6%,/,/,-1%,/,3%
COc1cccc(/C=C/C(=O)Nc2ccc(N3CCOCC3)cc2)c1OC,/,1%,9,681,0%,/,/,0%,/,-6%
Nc1cccc(NC(=O)c2cccs2)c1,-2.3%,-2%,10,764,-9%,15%,-4.9%,6%,11%,-12%

# Remaining list, next part
SMILES,ER stress rescue,AID2073,Hep lipid drop,Hep lipid drop cells 6.5 µM,LYP phosphatase,M1AAP inhibition,XIAP displacement,Siah-1 displacement,M17LAP inhibition,NOD2 inhibition
Cc1ccc(NC(=S)C2=C(O)c3sccc3N(C)S2(=O)=O)cc1,0.2%,?,17,804,-3%,25%*,-5.1%,-1%,46%,-30%
c1ccc(CNC2=NCCC2)nc1,-2.6%,-2%,4,668,-7%,5%,-0.6%,-3%,5%,6%
CCCCn1cnc2c(=S)nc(N)[nH]c21,/,-22%,-7,734,2%,7%,/,2%,21%,-18%
O=C(CCc1nnc2ccc(NCc3ccco3)nn12)Nc1cc(F)ccc1F,/,4%,-2,761,-13%,/,/,-3%,/,19%
Cc1ccccc1NC(=O)/C(C#N)=C/c1ccc(-c2ccc(Cl)c(C(=O)O)c2)o1,/,-5%,/,/,-2%,/,/,-2%,/,-37%
Cc1ccc(NC(=O)Cn2c(=O)c3cccn3c3ccccc32)c(Cl)c1,/,12%,-12,770,-9%,/,/,0%,/,3%
CCN(CC(=O)Nc1ccc(N2CCOCC2)cc1)C(=O)c1ccc(C(F)(F)F)cc1,0.0%,-4%,19,651,-8%,5%,-2.0%,1%,3%,0%
NC(=S)N=Nc1c(O)[nH]c2ccccc12,-1.3%,-12%,18,771,0%,23%,-2.9%,-4%,33%,-14%
CCOC(=O)C1=C(C)NC(C)=C(C(=O)OCC)C1C(=O)OCC(=O)N1c2ccccc2CC1C (stereo unspecified),0.1%,1%,-19,781,-7%,8%,-3.8%,-1%,0%,9%
[N-]=C=C1C(=S)NC(=O)[C@H]([n+]2ccccc2)[C@H]1c1ccc(Cl)cc1,/,/,7,705,-2%,5%,/,-9%,6%,-33%
CNC(=O)NC(=O)CSc1nc(-c2cccs2)c(C#N)c(=O)[nH]1,0.8%,36%,-4,713,-5%,2%,-1.6%,2%,5%,17%
CCOc1ccccc1C(=O)Nc1ccsc1C(=O)OC,3.3%,-5%,-56,592,-3%,3%,3.0%,31%,1%,-2%
O=S(=O)(Cc1ccccc1)NCC1CCCN(Cc2cccc3nonc23)C1 (stereo unspecified),-1.3%,-4%,-26,729,-6%,1%,-6.1%,-3%,-1%,1%
Cn1c(SCc2cc(=O)n3cc(Br)ccc3n2)nnc1C1COc2ccccc2O1 (stereo unspecified),1.3%,20%,/,/,-2%,6%,-6.2%,3%,33%,-4%
COc1ccc(CN(C)C(=S)Nc2ccc(Cl)cc2Cl)cc1,0.4%,-35%,-3,751,3%,-1%,-1.3%,3%,4%,7%
COc1cccc2c(=O)c3cccc(N)c3[nH]c12,-4.1%,52%*,6,730,0%,18%,-4.8%,28%,-33%,-10%
COc1ccc(C(O)P(=O)(O)CCc2ccccc2)cc1 (stereo unspecified),-4.0%,3%,/,/,-4%,4%,-4.9%,-2%,22%,1%
Cc1ccc(NC(=O)NCc2c(C)nn(C)c2C)cc1Cl,-0.1%,-1%,2,669,-8%,9%,-1.3%,-2%,13%,-27%
Cc1ccc(SCC(=O)N2c3ccccc3Sc3ccccc32)cc1,-1.7%,-4%,/,/,0%,9%,-5.5%,3%,-3%,24%
O=C(NNC(=O)c1ccccc1[N+](=O)[O-])Nc1ccccc1C(F)(F)F,0.6%,-1%,18,718,-6%,3%,-4.4%,4%,-5%,8%
COc1ccc(-n2nc(C(=O)N(C)C3CCCCC3)c3ccccc3c2=O)c(OC)c1,/,3%,-25,701,-10%,/,/,7%,/,21%
O=C(CSc1nc2ccccc2o1)Nc1ccc(Cl)cc1,4.0%,-5%,-2,827,-9%,0%,-7.9%,-2%,-1%,-24%
COc1ccc(-n2c(-c3ccc(Cl)cc3Cl)n[nH]c2=S)c(OC)c1,/,-26%,/,/,-7%,/,/,2%,/,3%
CC1CN(CCOCCSc2ccccc2)CC(C)O1 (stereo unspecified),-0.8%,33%,21,754,-9%,5%,-1.4%,0%,2%,-6%
COc1ccc2c(-c3ccccc3)cc(=S)[nH]c2c1,/,23%,19,876,3%,/,/,3%,/,-11%

# 3 compounds drawn at random from the list so far:
SMILES,ER stress rescue,AID2073,Hep lipid drop,Hep lipid drop cells 6.5 µM,LYP phosphatase,M1AAP inhibition,XIAP displacement,Siah-1 displacement,M17LAP inhibition,NOD2 inhibition
COc1cc(C(C)=O)ccc1OCc1cc(C(=O)N2CCSCC2)no1,/,-5%,-5,782,5%,/,/,-1%,/,-7%
Cc1ccc(S(=O)(=O)NC(Cc2ccccc2)C(=O)O)cc1C (stereo unspecified),/,14%,0,861,-8%,/,/,-5%,/,11%
NC(=S)N=Nc1c(O)[nH]c2ccccc12,-1.3%,-12%,18,771,0%,23%,-2.9%,-4%,33%,-14%

# The results go on.
SMILES,ER stress rescue,AID2073,Hep lipid drop,Hep lipid drop cells 6.5 µM,LYP phosphatase,M1AAP inhibition,XIAP displacement,Siah-1 displacement,M17LAP inhibition,NOD2 inhibition
Cc1ccc(-c2nn(CCC(=O)Nc3cccnc3)c(=O)c3ccccc23)cc1,/,-5%,1,678,-2%,2%,/,4%,4%,22%
CCOc1c2ccc(C(=O)NCC34CC5CC(CC(C5)C3)C4)cc2nn1CC,-0.3%,9%,/,/,-7%,15%,-7.9%,-2%,-12%,32%
OCCCNc1c2ccccc2nc2ccccc12,/,16%,/,/,-4%,/,/,2%,/,-28%
COc1ccccc1NC(=O)CN1C(=O)COc2ccc(S(=O)(=O)N3CCC(C)CC3)cc21,/,7%,-2,759,-10%,/,/,10%,/,10%
Cc1ccc(NC(=S)NCc2ccc(F)cc2)c(C)c1,/,-5%,-30,817,-4%,/,/,0%,/,5%
CCC(C)[C@@H](N)C(=O)N/N=C/c1ccc2ncccc2c1 (stereo partly specified),-1.3%,5%,5,524,1%,-7%,-1.8%,-3%,1%,18%
COc1ccc2c(c1)c(C(=O)CN1CCc3ccccc3C1)c(C)n2C,/,3%,-27,718,2%,12%,/,2%,3%,12%
COc1ccc(S(=O)(=O)N2CC(=O)Nc3ccccc32)cc1F,/,5%,1,880,-2%,/,/,-5%,/,-7%
COC(=O)c1[nH]c2cc(OC)ccc2c1NC(=O)CN1CCOCC1,-3.6%,3%,-2,739,2%,5%,-12%,-4%,13%,4%
O=C(Nc1nc(-c2ccc3c(c2)OCO3)cs1)C1COc2ccccc2O1 (stereo unspecified),-3.5%,1%,-6,570,5%,0%,23%,9%,1%,-28%
N/C(=N\OC(=O)c1ccoc1)c1ccc(Br)cc1,/,13%,-4,800,-8%,/,/,-1%,/,-41%
CCCCCCn1cnc2c(c1=O)c1nc3ccccc3nc1n2Cc1cccs1,-0.6%,-9%,/,/,-1%,-4%,-8.2%,-1%,-6%,11%

# An excerpt; the hit share may differ from the screen's.
